# Calpain2 inh: inhibitors of pig calpain II; hit rate 0.37% among 220,000; inhibition, % at 16 µM; AID 1236; purified calpain II, fluorogenic peptide substrate, 30 min;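 active means inhibition above about 50%, limit read from the data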
# eIF4E 4G PPI: eIF4E/eIF4G interaction inhibition in translation initiation; hit rate 0.37% among 220,000; TR-FRET eIF4E-eIF4GI(517-606) binding, 2 h; inhibition, % at 21.7 µM;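 active means inhibition above about 30%, limit read from the data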;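 further: 0% = full FRET control wells and 100% = background wells lacking eIF4GI fragment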
# Rad51 HR inh: blocks human Rad51 in homologous recombination; Q06609; hRad51 DNA strand exchange, fluorescence dequenching; inhibition, % at 10 µM; hit rate 0.085% among 200,000;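 active means inhibition above 40% at the single screening dose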;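 further: 0% = DMSO control wells and 100% = blanks with heterologous ssDNA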
# Target sequence (Q06609 whole entry, looked up): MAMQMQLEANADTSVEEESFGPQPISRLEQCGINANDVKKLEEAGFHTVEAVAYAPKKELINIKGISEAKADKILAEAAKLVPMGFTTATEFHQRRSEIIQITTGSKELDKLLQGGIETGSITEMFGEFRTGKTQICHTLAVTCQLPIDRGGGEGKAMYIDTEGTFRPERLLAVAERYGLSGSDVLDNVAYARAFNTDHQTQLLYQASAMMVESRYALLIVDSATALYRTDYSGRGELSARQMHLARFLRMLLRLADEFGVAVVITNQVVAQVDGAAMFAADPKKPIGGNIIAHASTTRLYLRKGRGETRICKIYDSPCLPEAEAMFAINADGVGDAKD
#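 Test system: preformed human Rad51 ssDNA filaments. Compound dosing: single dose, 10 µM final compound. Incubation: filaments 15 min 37 °C, then compound 30 min. Technique: FRET fluorescence dequenching, excitation 485 nm, emission 520 nm. Read-out basis: percent inhibition from fluorescence, normalised to plate control and blank means. Benchmarks: plate controls and plate blanks.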
# PGE2 EP2 inh: EP2 receptor (human) inhibition; P43116; C6 glioma cells expressing human EP2, cAMP TR-FRET; cells stimulated with saturating PGE2; inhibition, % at 25 µM; hit rate 0.52% among 260,000; AID 1422;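 active means percent inhibition above 40 after rounding to a whole number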;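 further: rat C6 glioma host cells with rolipram phosphodiesterase inhibitor present; the protocol text gives 20 µM as final concentration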
# Target sequence (P43116 whole entry, looked up): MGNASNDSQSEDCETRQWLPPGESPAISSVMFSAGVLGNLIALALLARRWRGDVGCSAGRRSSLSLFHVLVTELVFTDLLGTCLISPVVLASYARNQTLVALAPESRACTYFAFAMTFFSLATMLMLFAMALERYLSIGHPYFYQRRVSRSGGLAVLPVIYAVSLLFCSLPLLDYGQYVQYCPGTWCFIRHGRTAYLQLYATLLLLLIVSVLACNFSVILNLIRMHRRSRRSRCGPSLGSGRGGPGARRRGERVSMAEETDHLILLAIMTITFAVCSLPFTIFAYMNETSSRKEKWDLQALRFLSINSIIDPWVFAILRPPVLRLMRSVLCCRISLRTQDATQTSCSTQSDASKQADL
# Tb hexokinase: T. brucei hexokinase 1 inhibition; recombinant TbHK1, G6PDH-coupled NADH A340; AID 1430; hit rate 0.11% among 220,000; inhibition, % at 10 µM;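 active means inhibition of 50% or more in the single-dose primary screen; inactive means inhibition below 50%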
# L929 necroptosis: L929 zVAD cell death inhibition; viability rescue, % at 10 µM; AID 1377; L929 zVAD necroptosis rescue, ATP luminescence, 24 h; with zVAD 60 µM; hit rate 0.38% among 220,000;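 active means activation, scaled between plate controls, above about 75%, limit read from the data; inactive means activation under that limit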;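 further: 0% = zVAD with DMSO and 100% = DMSO alone without zVAD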
# 14-3-3 Bad inh: disrupts binding of bovine 14-3-3 zeta to phospho-Bad peptide | P63103 | TR-FRET 14-3-3zeta/Dy647-pBad peptide displacement, 1 h | inhibition, % at 21.7 µM | hit rate 0.71% among 220,000 | AID 781;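 active means inhibition above about 70%, limit read from the data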;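 further: 0% = full 14-3-3 plus peptide FRET controls and 100% = background without 14-3-3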
# Target sequence (P63103 whole entry, looked up): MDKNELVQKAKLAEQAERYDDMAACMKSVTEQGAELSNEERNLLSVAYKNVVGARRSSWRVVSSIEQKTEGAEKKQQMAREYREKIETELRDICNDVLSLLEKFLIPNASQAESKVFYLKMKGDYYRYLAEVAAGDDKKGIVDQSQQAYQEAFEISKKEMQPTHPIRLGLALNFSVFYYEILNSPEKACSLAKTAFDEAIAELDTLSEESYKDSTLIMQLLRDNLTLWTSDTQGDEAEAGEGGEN
# EP2 modulator: modulates human prostaglandin E2 receptor EP2 signaling; P43116; EP2-expressing cells, cAMP HTRF FRET, PGE2 co-stimulation; induction, % at 25 µM; hit rate 0.83% among 260,000; AID 940;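 active means compounds whose cAMP rise, as percent of the full-agonist control response, exceeds 60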;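 further: rat C6 glioma line stably carrying human EP2 under a CMV promoter; the protocol text gives 20 µM as final concentration; 100% = response of wells given 1 µM PGE2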
# Hck Nef HTS: inhibitors of human Hck kinase activated by Nef; hit rate 0.68% among 220,000; inhibition, % at 20 µM; Recombinant Hck-YEEI plus Nef, Z-Lyte FRET kinase assay; P08631;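 active means Hck-Nef kinase inhibition above about 50%, limit read from the data; inactive means inhibition below that limit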;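 further: 0% = DMSO with Hck plus Nef and 100% = Hck alone without Nef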
# Numbers without * were called inactive; i = inactive; · = no result given; & = joins results of further samples; [ ] = remark or other dose.
Compound	Calpain2 inh	eIF4E 4G PPI	Rad51 HR inh	PGE2 EP2 inh	Tb hexokinase	L929 necroptosis	14-3-3 Bad inh	EP2 modulator	Hck Nef HTS
CCC[C@@H](NS(=O)(=O)c1ccc(C)cc1)C(=O)Oc1ccc2c3c(c(=O)oc2c1)CCC3	-131	0	-2	9	-12	-1.0	6	6	24
COc1ccc(C2=C(C=C(C#N)C#N)C(c3ccccc3C)c3ccccc3O2)cc1OC (stereo not drawn)	-37	8	11	5	-18	0.0	-14[fluorescence artefact?]	40	2
COc1cc(NC(=O)c2cnc(N)o2)cc(C(=O)Nc2cccc(C(F)(F)F)c2)c1	-30	-4	-4	21	-7	1.0	-8	-28	45
COc1ccc2c(c1OC)C(=O)N(c1ccc(C)cc1)C2	26	-7	-18	5	-13	1.0	1	-34	13
CC(=O)N(CC(=O)O)c1ccccc1	2	8	-41	10	-6	1.1	-3	19	2
Cc1ccc(S(=O)(=O)N2CCN(C(=O)COC(=O)c3cc(C)oc3C)CC2)cc1	22	-4	·	·	5	-0.2	-5	0	0
CCc1cccc(Nc2cnn(C34C[C@@H]5C[C@@H](CC(CC(=O)O)(C5)C3)C4)c(=O)c2Cl)c1	-10	2	4	13	-20	3.2	-19	7	23
Cc1nc(N2CCN(C(=O)c3ccco3)CC2)c2c3c(sc2n1)CC(C)CC3 (stereo not drawn)	4	3	-6	16&1	-9	-1.6	-7	4&-47	17
Cc1ccc(NC(=S)N/N=C2/CCCCc3ccccc32)cc1	-23	-8	0	3	-8	1.0	-11	31	15
COc1ccc(C2c3c(-c4ccccc4O)n[nH]c3C(=O)N2Cc2ccco2)cc1OC (stereo not drawn)	-25	0	11	5	-8	-0.2	-5	0	20
Cc1cc(C)n2nc(C(=O)N/N=C/c3ccco3)nc2n1	-15	-2	-2	7	-57	0.4	2	14	17
O=C(CCCn1c(=O)[nH]c2ccsc2c1=O)NCc1cccs1	-2	-3	-7	8	8	-0.1	5	2	2
CCOC(=O)c1c(NC(=O)CN(C)C)sc(C(=O)N(CC)CC)c1C	3	8	1	11	-6	-0.3	32[fluorescence artefact?]	11	0
Cc1cccc(-c2nnn3c2nc(NCCc2ccc(S(N)(=O)=O)cc2)c2ccccc23)c1	i	-12	-2	12	9	1.1	-66	-22	13
Cc1ccc(Cl)c(NC(=O)CN2CCN(C=O)CC2)c1	-8	-4	4	5	-4	0.5	-9	5	25
S=C(NCCc1ccccc1)Nc1ccccc1	16	-2	15	7	-3	-0.5	-2	-35	-7
O=S(=O)(CCN1CCCCC1)Oc1ccc(Cl)cc1Cl	8	-5	8	7	9	0.0	2	-26	9
COc1c(O)cccc1/C=N/NC(=O)Cn1ccnc1C	6	-2	·	16	-9	1.6	-11	-16	-30
C=CCNC(=S)N/N=C/c1ccc(-c2cccc([N+](=O)[O-])c2)o1	-28	1	·	4	-26	-1.0	-1	12	19
COc1ccc2c(c1[N+](=O)[O-])CCC/C2=N/OC(=O)c1ccccc1SC	29	-4	-3	8	-6	0.0	1	3	0

# (further entries)
Compound	Calpain2 inh	eIF4E 4G PPI	Rad51 HR inh	PGE2 EP2 inh	Tb hexokinase	L929 necroptosis	14-3-3 Bad inh	EP2 modulator	Hck Nef HTS
Cc1ccccc1C(=O)NNC(=O)c1cc(N)cc([N+](=O)[O-])c1	1	9	9	4	2	0.1	2[fluorescence artefact?]	0	6
O=C(NCc1ccccc1)c1cccc(COc2ccc3c(c2)CCC3)c1	32	2	-4	4	8	1.2	1	-4	1
O=C(NC(=S)Nc1ccc(N2CCCCC2)cc1)c1ccc2c(c1)OCCO2	33	-2	-13	4	31	0.8	-5[fluorescence artefact?]	-44	1
CC(C)n1nnnc1-c1ccc(Cl)cc1	-34	2	-5	0	1	3.5	-1	4	20
Cc1cc(Nc2nnnn2-c2ccccc2)n(-c2ccc(Cl)cc2)n1	-5	-8	2	10	1	0.3	1[fluorescence artefact?]	-15	2
COC(=O)N/N=C/c1ccc(-c2cccc(Cl)c2)o1	8	0	2	4	-23	1.8	-20[fluorescence artefact?]	-42	5
Cc1c(C(=O)NC(C)CCc2ccccc2)cccc1[N+](=O)[O-] (stereo not drawn)	27	-1	4	13	-3	0.6	3	-48	-1
COc1ccc(NC(=O)Cc2coc3cc(C)c(C(C)C)cc23)cc1S(=O)(=O)N1CCOCC1	-39	-4	-2	11	-12	0.3	9	3	0
Cc1ccc(C)c(/C(O)=C2\C(=O)C(=O)N(CCCn3ccnc3)C2c2cccnc2)c1 (stereo not drawn)	3	0	-2	14	-24	0.5	41	38	0
COc1cc(NC(=O)c2cc(Cl)nnc2Cl)cc(OC)c1OC	14	3	-16	7	6	-0.7	4	-19	-2
COc1ccc(CNC(=O)c2cc3c(C)nc4ccccc4c3o2)c(OC)c1	-20	2	8	19	-14	-0.2	8	-23	-1
COc1ccccc1NC(=O)N1CCN(c2cc(-c3ccccc3)nc3ncnn23)CC1	9	-6	7	2&10	-12	0.2	-3	25&-83	0
Cc1ccc(-n2cc(CNCCCn3ccnc3C)c(-c3ccc(F)cc3)n2)cc1	-4	6	·	8	-8	-0.6	1	-30	3
Cc1cc(C(=O)COC(=O)c2ccc[nH]c2=O)c(C)n1-c1ccccc1F	19	0	-9	3	-12	0.2	2	10	5
OCCCn1c(-c2ccccc2)nc(=S)c2c1CCCC2	13	0	0	3	-50	0.7	-7	-1	-4
CCN1C(=O)/C(=C\N2CCN(c3ccccc3)CC2)SC1=S	-6	1	-3	8	-1	23	3	15	4
O=C1CC(c2ccco2)CC(O)=C1C=NCCO (stereo not drawn)	7	-1	0	6	-4	0.1	12[fluorescence artefact?]	-10	0
N#Cc1c(Cl)cccc1Oc1ccc(S(=O)(=O)Nc2ccccc2)cc1	51*	6	-6	10	14	1.2	7	-31	-10
CC(=O)c1cccc(NC(=O)CO/N=C2/CCCc3nonc32)c1	2	0	3	3	0	2.6	-6	-26	25
Cc1ccc(C(=O)NCCCn2ccnc2)cn1	5	-39	6	3	3	0.4	0	-41	-20

# Random excerpt: four records from the list
Compound	Calpain2 inh	eIF4E 4G PPI	Rad51 HR inh	PGE2 EP2 inh	Tb hexokinase	L929 necroptosis	14-3-3 Bad inh	EP2 modulator	Hck Nef HTS
COC(=O)N/N=C/c1ccc(-c2cccc(Cl)c2)o1	8	0	2	4	-23	1.8	-20[fluorescence artefact?]	-42	5
CCN1C(=O)/C(=C\N2CCN(c3ccccc3)CC2)SC1=S	-6	1	-3	8	-1	23	3	15	4
N#Cc1c(Cl)cccc1Oc1ccc(S(=O)(=O)Nc2ccccc2)cc1	51*	6	-6	10	14	1.2	7	-31	-10
O=C1CC(c2ccco2)CC(O)=C1C=NCCO (stereo not drawn)	7	-1	0	6	-4	0.1	12[fluorescence artefact?]	-10	0

# Further structures:
Compound	Calpain2 inh	eIF4E 4G PPI	Rad51 HR inh	PGE2 EP2 inh	Tb hexokinase	L929 necroptosis	14-3-3 Bad inh	EP2 modulator	Hck Nef HTS
Cc1cc(C)cc(OCc2nnc(N)s2)c1	5	0	15	7	-9	0.3	0	-7	16
C1CN(c2nc3nonc3n3nnnc23)CCO1	6	-2	0	5	-26	-0.2	5	6	-2
CCCCCSc1nc(C)c(CC(=O)O)c(=O)[nH]1	-10	2	2	7	4	3.3	17	29	-19
COc1ccc(S(=O)(=O)N2CCN(CC(=O)Nc3ccc(F)c(F)c3)CC2)cc1	2	-1	·	9	-3	0.4	3[fluorescence artefact?]	-14	1
Cc1ccc(C)c(NS(=O)(=O)c2cc(C(=O)NCc3ccco3)ccc2C)c1	21	-4	-7	6	4	-0.2	-2	-16	-3
C/C(=N\NC(=O)CC#N)C1COc2ccccc2O1 (stereo not drawn)	-28	3	-1	11	-5	2.7	3	8	19
Cc1cccc(OCc2nnc(SCC(=O)O)n2Cc2ccccc2)c1	-18	-1	20	-2	-1	31	-1	26	22
FC(F)(F)c1ccc(-c2nc(=S)[nH][nH]2)cc1	5	0	24	5	8	-0.2	-5	-12	-34
CCOC(=O)CSc1nnc(NC(=O)NC(C)C)s1	1	6	1	6	6	2.7	-19	26	19
COc1cc(Cl)c(C)cc1NC(=O)COc1ccccc1[N+](=O)[O-]	-14	0	-7	2	1	0.5	2	13	9
CCc1ccc(N2C(=O)C3NN=C(C(=O)OCc4ccccc4)C3C2=O)cc1 (stereo not drawn)	15	13	14	8	5	0.5	-3	19	2
COc1ccc(CCn2c(=O)[nH]c3cc(C(=O)N4CCN(c5ccccn5)CC4)ccc3c2=O)cc1OC	-24	1	3	7	-6	0.1	-7	2	2
Cc1ccccc1NC(=S)NNC(=O)c1csc2c1CCC(C)C2 (stereo not drawn)	11	-1	6	6	8	-0.2	5	1	-4
COCC1CCN(Cc2nc(-c3cccs3)no2)C1 (stereo not drawn)	-5	1	·	8	1	-0.6	-6	12	7
Fc1ccc(/C=N/c2c(-c3ccc(F)cc3)nc3n2CCS3)cc1	7	-2	-5	12	-4	-0.1	-6	-20	-1
O=C(Nc1ccc(F)cc1F)C1(c2cccs2)CCOCC1	-1	-1	-5	6	0	6.7	-10	-1	16
CC1=C(C(=O)Nc2cc(C)ccn2)C(c2ccc(C)cc2)C2=C(CCCC2=O)N1 (stereo not drawn)	-289	-1	5	23	-14	-0.1	4	13	36
CCN1CCCC1CNCc1cccc(OC)c1OCc1ccccc1F (stereo not drawn)	-7	6	-2	2	2	-1.1	55[fluorescence artefact?]	1	-18
O=C(Nc1cccc2ccccc12)N1CCOCC1	-7	0	-2	6	7	0.2	-10	26	0
COc1ccc(CC(=O)Nc2cccc(C)n2)cc1OC	-3	-4	·	9	2	0.2	8	-21	1

# Other structures
Compound	Calpain2 inh	eIF4E 4G PPI	Rad51 HR inh	PGE2 EP2 inh	Tb hexokinase	L929 necroptosis	14-3-3 Bad inh	EP2 modulator	Hck Nef HTS
COc1ccc(NC(=O)CC2SC3=NCCN3C2=O)cc1 (stereo not drawn)	-7	-1	7	8	-5	2.1	-8	14	-25
COC(=O)NNC(=O)c1ccc(Cl)cc1Cl	-4	5	2	10	-3	-0.4	1	3	5
CCOC(=O)c1cnc2ccccc2c1Nc1cccc(C(=O)O)c1	-5	2	0	21	-19	0.6	-6	51	14
CC(=O)N1CCC(O)(c2cccc(C(F)(F)F)c2)CC1	-4	8	-1	1	3	-0.2	22	23	2
COc1ccccc1-c1c(C(F)(F)F)oc2cc(OCC(=O)Nc3cc(C)ccc3C)ccc2c1=O	18	-1	-6	10	-6	-0.4	-7	29	1
CCCNc1nc2c(c(=O)n(C)c(=O)n2C)n1CCC(C)C	-2	0	2	9	2	0.1	-10	5	0
C=CCn1c(-c2cccc3ccccc23)n[nH]c1=S	18	2	-2	2	-2	-0.9	5	7	-1
COc1ccc(C(=O)N2CCN(C(=O)c3ccncc3)CC2)cc1	-20	-14	0	·	7	-0.3	-10[fluorescence artefact?]	8	0
O=S(=O)(/C=C/c1ccccc1)NCc1ccccc1Cl	22	19	9	7	36	1.7	-6	15	6
CCNc1nc(Oc2ccc(C(=O)OCC)cc2)nc(SC)n1	18	-5	-10	4	7	-0.3	-6	21	0
O=C(Nc1ccc(SC(F)(F)F)cc1)c1ccccn1	1	0	-3	7	-1	-0.1	5	-36	2
CCOC(=O)Cc1csc(NC(=O)CN2C(=O)c3ccccc3C2=O)n1	-23	-2	9	6	-5	-0.2	0	16	12
COc1ccc(CCNC(=O)Cn2nnc(-c3cccc(OC)c3OC)n2)cc1OC	12	3	0	9	-1	0.4	-3	7	-1
O=C(COC(=O)CNC(=O)c1ccc(Cl)cc1)Nc1ccc2c(c1)OCCO2	29	-4	-5	6	31	0.5	8[fluorescence artefact?]	9	5
CCn1c(=O)c(C(=O)NCCc2ccccc2)c(O)c2ccccc21	19	2	10	3	-1	0.1	7	61*	1

# Source: PubChem (several laboratories)

# Only part of the results is shown, so the mix of outcomes need not match the whole.
